Screening data: PubChem, Broad Institute
EWS-Fli block: EWS/Fli transcriptional activity inhibition | A673 NR0B1-luciferase reporter, viability-normalised | inhibition, % at 12.6 µM | actives 0.67% (n = 350,000) | AID 651661;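 active means mean inhibition of at least 50% after viability correction, with every replicate also passing that limit; inconclusive means mean reaches 50% but only one of two replicates passes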;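 further: firefly luciferase signal divided by Alamar Blue viability fluorescence both relative to DMSO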
E-selectin induc: induces E-selectin expression in human endothelial cells; P16581; HUVEC E-selectin immunofluorescence imaging; normalized: neutral wells 0, TNF-alpha wells 100; activation, % at 7.58 µM; actives 0.37% (n = 260,000); AID 686992;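 active means mean E-selectin-positive cell signal at least 10% of the positive control, reached in at least 60% of replicates, without over 20% cell loss; inconclusive means no rule given, readout overlaps actives, possibly toxicity-flagged; inactive means the rest, including those meeting only one limit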;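 further: in these data hits start at about 27%; measured in HUVEC primary endothelial cells; signal is the percent of cells scored E-selectin positive by PE staining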
Target sequence (P16581 whole entry, looked up): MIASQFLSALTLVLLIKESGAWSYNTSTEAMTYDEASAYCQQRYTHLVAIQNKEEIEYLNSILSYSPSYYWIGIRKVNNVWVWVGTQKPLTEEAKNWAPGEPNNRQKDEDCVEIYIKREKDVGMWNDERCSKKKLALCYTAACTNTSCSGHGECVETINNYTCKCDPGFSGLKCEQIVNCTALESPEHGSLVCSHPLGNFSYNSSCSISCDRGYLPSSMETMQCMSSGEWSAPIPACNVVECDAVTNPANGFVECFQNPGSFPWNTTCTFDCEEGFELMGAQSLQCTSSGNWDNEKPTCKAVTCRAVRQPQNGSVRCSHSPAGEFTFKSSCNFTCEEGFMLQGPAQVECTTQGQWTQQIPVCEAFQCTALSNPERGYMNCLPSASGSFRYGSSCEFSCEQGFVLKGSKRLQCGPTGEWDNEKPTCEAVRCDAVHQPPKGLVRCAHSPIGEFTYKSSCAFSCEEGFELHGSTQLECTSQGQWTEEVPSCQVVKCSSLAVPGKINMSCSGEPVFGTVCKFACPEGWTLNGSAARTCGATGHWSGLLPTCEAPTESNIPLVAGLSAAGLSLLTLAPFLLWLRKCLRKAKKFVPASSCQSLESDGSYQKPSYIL
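Read-out basis: % PE-positive cells; Test system: HUVEC primary endothelial cells; Technique: immunofluorescence imaging; Dosing: single-point compound dose.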
XiGFP reactiv: X-chromosome reactivation activator; XiGFP mouse fibroblasts, % GFP-positive cells imaging, 3 d; cells co-treated with 5-aza-dC sensitizer; scaled so ellipticine positive control = 100%; activation, % at 7.58 µM; actives 0.055% (n = 360,000);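 active means mean normalized replicate activation at least 10% and every replicate at or above 10%; inconclusive means only one of the two criteria met; inactive means mean below 10% and not all replicates reach 10%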;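 further: 0% = median of on-plate neutral control wells and 100% = ellipticine 6 µM median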
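assay system = SV40-immortalized XiGFP fibroblast cells, line 68-5-11 | buffer or medium = DMEM plus 5-aza-dC sensitizer | doses = single-point pinned compound dosing | times = 3-day compound exposure, then 15 min fixation at room temperature | benchmarks = positive control ellipticine, 6 µM final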
S100A4 inh HTS: S100A4-myosin IIA interaction inhibition; inhibition, % at 10.7 µM; S100A4/TAMRA-MyoIIA peptide fluorescence polarization; P26447; actives 0.14% (n = 360,000); AID 652163;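 active means mean inhibition of at least 70% across replicates, with every replicate also reaching that level; inconclusive means mean inhibition reaches 70% but some replicates fall short; inactive means mean inhibition below 70%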
Target sequence (P26447 whole entry, looked up): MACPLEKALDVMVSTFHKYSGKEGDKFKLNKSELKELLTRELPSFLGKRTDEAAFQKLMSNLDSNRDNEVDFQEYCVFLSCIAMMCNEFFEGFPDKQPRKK
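Test system – S100A4 monomer (human) · Compound – single-point compound testing · Schedule – 5 min incubation before reading · Probe or stimulus – TAMRA-labelled myosin IIA heavy-chain peptide probe, 5 nM · Benchmarks – neutral control DMSO, positive control TFP · Medium – Calcium-containing HEPES buffer, pH 7.2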
FN deposition inh: fibronectin deposition inhibition | AH1F fibroblasts, Alexa488-fibronectin deposition fluorescence, overnight | inhibition, % at 12.6 µM | actives 0.086% (n = 350,000) | AID 743247;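 active means mean inhibition across replicates of 30% or more, regardless of how many single replicates reach that level; inconclusive means mean under 30% yet at least half of replicates reach 30%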;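 further: positive control wells lacked labelled fibronectin entirely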
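Material: AH1F fibroblasts assembling fluorescent fibronectin matrix; amount: 10000 AH1F cells/well; medium: DMEM, 2% serum; reagent: Alexa488-fibronectin, 24 nM final in well; dosing: single compound dose, delivered by pin transfer; incubation: 1 h adhesion, overnight exposure; detection: fluorescence after three HBSS washes, excitation 485 nm, emission 525 nm; measure: fibronectin deposition inhibition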
RAD52 inh: RAD52 (human) annealing inhibition; recombinant RAD52 DNA annealing, FRET fluorescence; inhibition, % at 18.7 µM; actives 0.46% (n = 360,000);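 active means every replicate showing at least 50% inhibition; inconclusive means mean inhibition at least 50% but not in every replicate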
esBAF inh: blocks esBAF chromatin remodeling in mouse ES cells | AID 602393 | reporter increase, % at 12.5 µM | Bmi1-luciferase knock-in reporter, 24 h; 100% = twice the neutral-well signal | actives 2% (n = 350,000); in the data active means activation above about 40%; inconclusive means no clear call, values can overlap the other calls;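 further: 0% = median of the plate's neutral control wells and 100% = double that signal; a rise in the Bmi1 reporter signal indicates esBAF inhibition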
RAD54 inh: blocks human RAD54 Holliday junction branch migration. Q92698. FAM/BHQ fluorescence. inhibition, % at 10.4 µM. actives 0.14% (n = 360,000). AID 602329;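 active means mean normalized replicate activity at least 40 and at least half of replicates scoring 40 or more; inconclusive means only one of the two criteria met; inactive means mean below 40 and under half of replicates reaching 40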;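 further: 0% = median of neutral control wells and 100% = median of positive control wells; inhibitors cause a drop in the FAM fluorescence signal; in these data hits start at about 50%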
Starred values were filed as active, the others as inactive; ? = inconclusive; . = no result given; & = joins results of further samples.

molecule	RAD54 inh	XiGFP reactiv	S100A4 inh HTS	esBAF inh	E-selectin induc	EWS-Fli block	FN deposition inh	RAD52 inh
CCN(CC)CCN(C(=O)c1cc2c(ccc3ccccc32)oc1=O)c1nc2cc3c(cc2s1)OCCO3	25	0.3	-15	25	.	-26	-2	42
Cc1ccc(C(=O)N[C@@H](Cc2ccccc2)C(=O)N2CCC3(CC2)NCCc2[nH]cnc23)cc1C	6	0.2	-2	-1	.	14	5	2
CC(OC(=O)CNC(=O)c1sc2ccccc2c1Cl)c1ccccc1 (stereo unspecified)	3	0.0	-2	5	-1.1	1	-2	-1
C[C@@H]1CCCCO[C@H](CN(C)C(=O)Nc2ccc(C(F)(F)F)cc2)[C@H](C)CN([C@H](C)CO)C(=O)c2cc(NS(=O)(=O)c3ccc(Cl)cc3)ccc2O1	-2	-0.1	3	-2	0.9	10	.	-32
O=[N+]([O-])c1cc2c(cc1CN1CCN(c3ccccc3F)CC1)OCO2	6	0.0	-6	2	.	-4	-5	1
C[C@H](O)C#Cc1cnc2c(c1)C(=O)N([C@@H](C)CO)C[C@H](C)[C@H](CN(C)Cc1cccc(F)c1)O2	-2	0.1	-2	1	-0.4	-4	-2	14
CN(C(=O)c1ccc(NC(=O)Cc2cccc(NC(=O)C3CCCN(C(=O)C4CCCC4)C3)c2)cc1)C1CC1 (stereo unspecified)	-9	0.2	-1	6	.	-16	3	-5
COc1ccc(C(=O)CC(=O)c2ccc(OC)cc2)cc1	-5	0.0	0	4	0.0	-45	1	6
N=c1c2c(n(Cc3ccc(Cl)cc3)c3c1CCC3)CCC2	-12	.	2	-48	.	29	.	0
COc1ccccc1CNS(=O)(=O)c1cccc2nsnc12	13	0.1	-1	.	.	0	7	-2
COC(=O)c1nc(Cl)c(Cl)c(N)c1Cl	.	0.3	-5	.	.	4	4	-5
COC(=O)N/N=C/c1cc(Br)ccc1O	6	0.0	0	3	.	9	3	0
CC(C)NC(=O)N(C)C[C@@H]1Oc2ccc(NS(=O)(=O)c3ccccc3)cc2CC(=O)N([C@H](C)CO)C[C@H]1C	6	0.0	7	1	-0.6	3	.	6
COc1cccc(-c2nnc(NC(=O)CCS(=O)(=O)c3ccc(C)cc3)o2)c1	-1	-0.1	-1	1	-0.1	4	0	-9
CCSc1ccccc1C(=O)NCCc1ccccc1	.	-0.1	-4	.	13	-13	-1	-7
C=C1CCN([C@@H](C)C(=O)NCc2cc(OC)c(OC)c(OC)c2)S(=O)(=O)c2ccccc21	-11	0.9	-1	1	0.2	0	-7	-5
CC(C)C#Cc1ccc([C@@H]2[C@@H](C#N)N(C(=O)C3CC3)[C@H]2CO)cc1	8	0.2	-2	2	-0.5	-8	1	-31
O=C(O)C1C2C=CC(C2)C1C(=O)NCCCN1CCCC1=O (stereo unspecified)	-2	0.0	1	.	-0.1	.	4	-3
COc1ccc(C(O)Cc2nccn2C)cc1 (stereo unspecified)	-2	0.1	-3	0	.	13	-33	-20
CC1(C)C2(C#N)C(=O)NC(=O)C12C#N (stereo unspecified)	-5	0.3	3	5	0.0	-1	-1	7
O=C(C(NS(=O)(=O)c1cccc2nsnc12)c1ccccc1)N1CCN(c2ccccc2)CC1 (stereo unspecified)	12	-0.3	1	-1	0.1	0	-10	1
Cc1cc(C)n2nc(S(=O)(=O)NC(C)(C)C)nc2n1	3	0.1	0	-3	.	5	-5	-11
C=CCNC(=O)C1CC(=O)N(c2ccc(OCc3ccc(F)cc3)cc2)C1 (stereo unspecified)	4	0.1	0	?	.	-37	-2	-10
Cc1cc(NC(=O)CSc2cn(C)c3ccccc23)no1	11	0.4	5	-1	0.5	5	8	-4
OC1(C(F)(F)F)CC(c2ccc3ccccc3c2)=NO1 (stereo unspecified)	.	-0.1	-6	.	.	12	4	-17
CC(C)c1ccc2c(c1)C(=O)NC(C)(C)C2	2	0.3	-3	10	-0.1	-19	12	2
CC1(C)C(CSc2nc3ccccc3[nH]2)C1(Cl)Cl (stereo unspecified)	.	0.0	20	.	.	-19	2	-29
COc1ccc(-c2cc3nc(C4CCN(C(=O)OC(C)(C)C)CC4)c(C(=O)O)cn3n2)cc1	-1	.	-2	22	.	3	.	-1
COc1ccccc1NC(=O)COc1ccc(/C=N/NC(=O)c2cccnc2)cc1	-4	0.1	-8	-4	-0.1	.	.	-9
COc1cccc(NC(=O)N[C@@H]2C=C[C@@H](CC(=O)NCc3ccncn3)O[C@H]2CO)c1	-13	0.2	-2	-10	0.0	-9	5	-4
C[C@H](CO)N1C[C@H](C)[C@@H](CN(C)S(C)(=O)=O)OCCCC[C@H](C)Oc2ccc(NS(=O)(=O)c3ccc(Cl)cc3)cc2C1=O	3	0.1	-5	0	0.0	-8	-6	-13
CS(=O)(=O)N1CCCCN2[C@H](CO)[C@@H](c3ccc(-c4cccc(C#N)c4)cc3)[C@@H]2C1	-5	0.2	-1	1	0.5	-10	.	-32
S=c1nccc(-c2ccc(Cl)cc2)[nH]1	17	0.1	5	.	0.1	2	-7	-2
Cc1ccc(OC(=O)N(C)C[C@H]2OCc3cn(nn3)CCCC(=O)N([C@@H](C)CO)C[C@H]2C)cc1	.	0.0	.	-2	0.0	1	7	.
N#C[C@H]1N[C@@H](CO)[C@@H]1c1ccc(-c2cccc(F)c2)cc1	-2	0.1	4	-7	-0.4	15	-13	-29
C[C@@H]1CN([C@H](C)CO)C(=O)CCCn2nncc2CO[C@H]1CN(C)Cc1ccc(Cl)c(Cl)c1	-2&1	0.1&-0.4	4&-1	-4&7&4	-0.2&-0.1	4&2&-7	13&-3	-7&-5
COc1ccc(/C=C2/SC(=S)N(CCCC(=O)Nc3cccc(O)c3)C2=O)cc1	-1	0.1	-7	-62	.	-3	1	-23
CC(=O)N1CCN(Cc2nc3cc(NC(=O)NC4CCCCC4)ccc3n2C)CC1	3	0.2	-4	.	-1.5	-9	12	-2
COCC(=O)Nc1ccc2c(c1)OC[C@@H](C)N(C(=O)c1cnccn1)C[C@@H](C)[C@@H](OC)CN(C)C2=O	0	0.0	2	-1	0.3	-6	-9	-10
COc1ccc2oc(C(=O)OCc3nnc(-c4ccccc4)o3)c(C)c2c1	.	0.0	?	2	-3.0	-11	-1	-11
CC(C)Sc1nc2ccccc2n1CC(=O)O	.	-0.1	-1	.	-0.9	-1	12	-7
Cc1ccnc(NC(=O)CCC(=O)N(CC(=O)NC2CCCCC2)C2CCCC2)c1	1	0.3	-2	.	-2.4	1	-2	12
CCOc1ccc(N2C(=O)CC(NCCNc3ccc([N+](=O)[O-])cn3)C2=O)cc1 (stereo unspecified)	-2	-0.1	-7	1	0.4	-3	-1	3
O=C(C[C@@H]1C=C[C@@H](NC(=O)C2CCC2)[C@H](CO)O1)NC1CCC1	-9	-0.7	4	-5	0.3	-1	.	12
C[C@H]1C(C(=O)N(C)C2CCCCC2)=Cc2c(n(-c3ccc(F)cc3)c(=O)n2CCCOc2ccccc2)C=C1c1ccccc1	.	0.0	22	.	-0.3	-6	4	1
CO[C@@H]1CN(C)C(=O)c2ccc(NC(=O)C3CC3)cc2OC[C@@H](C)N(Cc2cc(F)ccc2F)C[C@H]1C	1	0.2	-8	13	-0.1	0	13	-9
Cc1ccc2[nH]c(CNC(=O)c3ccc(F)cc3)cc2c1	3	0.2	-1	13	0.2	-15	6	-23
Cc1noc(C)c1NC(=O)N(C)C[C@H]1Oc2ccc(NC(=O)Cc3cn(C)c4ccccc34)cc2CC(=O)N([C@H](C)CO)C[C@@H]1C	14	0.3	5	0	0.0	-6	-2	0
COc1ccc(NC(=O)N2C[C@@H](O)COC[C@H]3O[C@H](CC(=O)NCc4ccccc4OC)CC[C@@H]32)cc1	0	0.2	0	2	0.0	-8	-5	11
COc1cccc(NC(=O)CN(C)C(=O)c2cc(S(=O)(=O)Nc3ccccc3OC)ccc2C)c1	-10	0.0	-10	-2	.	6	-3	-4
COc1ccccc1S(=O)(=O)N[C@H]1CC[C@H](CC(=O)N2CCOCC2)O[C@@H]1CO	-1	-0.5	-12	-3	0.8	10	.	.
C[C@H](CO)N1C[C@H](C)[C@H](CN(C)S(=O)(=O)c2cccs2)Oc2ccc(NC(=O)Nc3cccc4ccccc34)cc2CC1=O	4	0.0	.	8	-4.9	4	.	.
Cc1ccc(-c2nc(CN3CCN(C(=O)C4CCCO4)CC3)cs2)cc1 (stereo unspecified)	-20	-0.1	-4	-2	-0.2	.	-3	-12
Cc1ccc(S(=O)(=O)N[C@H]2CC[C@H](CC(=O)O)O[C@H]2CO)cc1	-4	-0.1	4	0	-0.4	-2	.	-2
CCNC(=O)C(=O)N1CCC2(CC1)OCCN2S(=O)(=O)c1ccc(C)cc1	.	0.3	-1	.	0.3	3	-8	-4
O=C(OCc1cccc(Cl)c1)c1cc([N+](=O)[O-])ccc1N1CCOCC1	-5	0.0	-6	-2	2.5	-7	-2	-14
CCOC(=O)C1CCN(C(=O)Cn2cnc3sc(C)c(S(=O)(=O)N4CCCCC4)c3c2=O)CC1	-5	0.1	-3	3	.	-2	4	-12
CCn1cc(C(=O)Nc2ccc(Cl)cc2Cl)cn1	1	0.3	28	8	-0.2	-28	-3	0
Cc1[nH]n(-c2ccc(Cl)cc2)c(=O)c1C=NC12CN3CN(CN(C3)C1)C2	.	0.1	22	.	.	7	9	-10
CCN(CC)S(=O)(=O)c1ccc(OC)c(NC(=O)CCc2c(C)noc2C)c1	-2	-0.5	3	0	.	-3	0	-20

(more compounds)
molecule	RAD54 inh	XiGFP reactiv	S100A4 inh HTS	esBAF inh	E-selectin induc	EWS-Fli block	FN deposition inh	RAD52 inh
COc1ccccc1N1C(N)=NC(N)=NC12CCCCC2	7	0.2	-2	-6	.	-7	-5	-5
CCOC(=O)c1ccc(NC(=O)c2ccnn2C)cc1	-7	?	8	19	-0.1	-42	-12	-18
COc1ccc(S(=O)(=O)N[C@H]2CC[C@H](CC(=O)N3CCC(Cc4ccccc4)CC3)O[C@H]2CO)cc1	5	-0.5	3	10	1.6	.	.	-1
CC1=C(C(=O)OCc2ccc3c(c2)OCO3)C(c2ccc(Cl)cc2)NC(=O)N1 (stereo unspecified)	4	.	-4	-17	.	36	.	3
CCCNC(=O)c1onc(CSc2ccccc2)c1C(=O)NCCC	0	-0.3	-2	1	0.1	3	-2	4
